# Screening results (PubChem BioAssay)
# CCHFV vOTU inh – CCHFV vOTU protease inhibitors, primary screen, biochemical, Pep-AMC substrate, fluorescence | inhibition, % at 11.5 µM | hit rate 0.55% among 370,000 | AID 651958, 2012; further: 0% = vehicle wells with enzyme and 100% = no enzyme wells
# Mtb FBA inh – Mtb FBA enzyme inhibitors, primary screen, biochemical, fluorescence, strain H37Rv; hit rate 2.3% among 360,000; purified M. tuberculosis FBA, fluorescence read-out; inhibition, % at 1 µM; AID 588726, 2011; in the data active means inhibition above about 27%;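 further: 0% = vehicle and 100% = reference inhibitor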
# BoNT-F LC inh – BoNT/F light chain protease inhibitors, primary screen, biochemical, flow cytometry, MLPCN library; Botulinum neurotoxin type F light chain protease (Clostridium botulinum); Multiplex microsphere protease cleavage assay; inhibition, % at 10 µM; hit rate 0.22% among 360,000; AID 588497, 2011; in the data active means inhibition above about 35%, passing the limit was not always enough; inconclusive means no clear call, values can overlap the other calls; further: plate controls were buffer without enzyme for full effect and enzyme alone for no effect
# MazF activator – activators of E. coli MazEF toxin-antitoxin RNase, primary screen, biochemical, fluorescence, uHTS; Endoribonuclease toxin MazF (Escherichia coli (strain K12)), P0AE70; FAM/BHQ RNA-DNA oligo cleavage fluorescence, 5 h; activation, % at 20 µM; hit rate 0.32% among 350,000; in the data active means activation above about 50%
# Target sequence (P0AE70 whole entry, looked up): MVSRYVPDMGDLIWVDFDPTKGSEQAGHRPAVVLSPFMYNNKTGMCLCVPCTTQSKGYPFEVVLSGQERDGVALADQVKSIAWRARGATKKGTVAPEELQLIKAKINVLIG
# Rv3671c inh – Rv3671c serine protease inhibitors, primary screen, biochemical, fluorescence polarization, M. tuberculosis H37Rv; P9WHR9; inhibition, % at 5.96 µM; hit rate 0.048% among 320,000; AID 2606, 2010; in the data active means inhibition above about 38%;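 further: extracellular domain of Rv3671c used as enzyme; 0% = enzyme with DMSO and 100% = no enzyme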
# Target sequence (P9WHR9 whole entry, looked up, the tested form may be a part): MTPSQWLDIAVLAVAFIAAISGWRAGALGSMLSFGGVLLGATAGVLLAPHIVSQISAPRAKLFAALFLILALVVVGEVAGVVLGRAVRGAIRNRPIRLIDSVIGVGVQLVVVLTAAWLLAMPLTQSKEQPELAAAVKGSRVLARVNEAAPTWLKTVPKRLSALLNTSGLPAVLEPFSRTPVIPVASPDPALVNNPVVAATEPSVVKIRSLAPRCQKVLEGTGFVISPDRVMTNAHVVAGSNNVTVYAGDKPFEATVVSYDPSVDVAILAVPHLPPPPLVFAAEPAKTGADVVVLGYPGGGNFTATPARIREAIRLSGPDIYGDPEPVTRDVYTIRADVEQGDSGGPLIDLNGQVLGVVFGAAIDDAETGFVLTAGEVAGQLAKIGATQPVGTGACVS
# Mtb UGM inh – M. tuberculosis UGM enzyme inhibitors, primary screen, biochemical, fluorescence polarization, single point; hit rate 0.06% among 320,000; UDP-galactopyranose mutase (Mycobacterium tuberculosis (strain ATCC 25618 / H37Rv)), …; AID 504406, 2011; inhibition, % at 10 µM; purified UGM, fluorescence polarization probe displacement; in the data active means inhibition above about 10%, passing the limit was not always enough; inconclusive means no clear call, values can overlap the other calls
# Target sequence (P9WIQ1 whole entry, looked up): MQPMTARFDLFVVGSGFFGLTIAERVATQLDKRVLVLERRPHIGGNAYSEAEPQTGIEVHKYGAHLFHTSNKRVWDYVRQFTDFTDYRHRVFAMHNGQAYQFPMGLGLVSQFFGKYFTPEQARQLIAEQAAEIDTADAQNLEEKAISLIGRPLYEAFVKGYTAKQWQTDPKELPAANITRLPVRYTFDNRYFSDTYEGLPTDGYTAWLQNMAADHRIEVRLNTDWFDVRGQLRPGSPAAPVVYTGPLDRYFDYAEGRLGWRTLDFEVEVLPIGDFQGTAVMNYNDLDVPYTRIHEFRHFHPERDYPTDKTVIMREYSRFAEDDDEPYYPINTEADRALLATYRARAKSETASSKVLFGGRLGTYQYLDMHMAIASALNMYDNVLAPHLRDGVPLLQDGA
# FadD28 binding – inhibitors of FadD28 bisubstrate probe binding, primary screen, biochemical, fluorescence polarization, single point; Mycobacterium tuberculosis FadD28 fatty-acid-AMP ligase; inhibition, % at 12.5 µM; hit rate 0.22% among 360,000; in the data active means inhibition above about 8.5%, passing the limit was not always enough; inconclusive means no clear call, values can overlap the other calls
# GDH-TPI counter – GDH-TPI coupling enzyme inhibitors, primary screen, artefact control for M. tuberculosis FBA inhibitor project, biochemical, absorbance, full deck | GDH-TPI coupled enzyme counterscreen, NADH absorbance | inhibition, % at 4.8 µM | hit rate 1.2% among 360,000 | AID 588335, 2011;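 further: 0% = DMSO wells and 100% = wells lacking the enzyme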
# VHR inh abs – VHR1 phosphatase inhibitors, primary screen, biochemical, absorbance, uHTS; AID 1654, 2009; hit rate 0.52% among 290,000; recombinant VHR phosphatase, pNPP absorbance; inhibition, % at 13.3 µM; Dual specificity protein phosphatase 3 (Homo sapiens), P51452; in the data active means inhibition above about 50%; further: some compounds called inactive have numbers as strong as hits
# Target sequence (P51452 whole entry, looked up): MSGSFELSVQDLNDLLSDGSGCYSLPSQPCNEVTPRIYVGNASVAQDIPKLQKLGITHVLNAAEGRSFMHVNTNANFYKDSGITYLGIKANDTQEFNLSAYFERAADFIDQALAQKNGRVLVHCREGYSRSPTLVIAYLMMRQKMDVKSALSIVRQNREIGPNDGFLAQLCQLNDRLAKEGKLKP
# BioA inh – M. tuberculosis BioA enzyme inhibitors, primary screen, biochemical, plate reader, single point, HTS. hit rate 0.096% among 360,000. inhibition, % at 9.99 µM. AID 602481, 2012. 7,8-diaminopelargonic acid synthase BioA (Mycobacterium tuberculosis). purified M. tuberculosis BioA enzyme; in the data active means inhibition above about 40%; inconclusive means no clear call, values can overlap the other calls
# * hit, by the source's call; ? = inconclusive; · = no result given; & = joins results of further samples. Unless noted, no stated cut-off is given here; in the data, active means inhibition above about 30%; inactive means the rest.
1	COc1ccc(OCCOC(=O)CNS(=O)(=O)c2ccc(SC)c([N+](=O)[O-])c2)cc1
2	CCC(=O)N1CCN=C1SCc1cc(C)ccc1C
3	c1ccc2c(c1)ccc1nnnn12
4	CS(=O)(=O)N(CC(=O)N1CCOCC1)c1cccc(Cl)c1
5	NS(=O)(=O)c1ccc(NS(=O)(=O)c2ccc(C3CNC(=O)C3)cc2)cc1 (stereo not given)
6	COc1ccccc1NC(=O)CN1CCC(c2nc3ccccc3[nH]2)CC1
7	CCCCNC(=O)C1(C)CCC(=O)N1CCCn1ccnc1 (stereo not given)
8	CCOc1ccccc1-n1c(O)c(C=Nc2c(C)n(C)n(-c3ccccc3)c2=O)c(=O)[nH]c1=O
assay / entry,1,2,3,4,5,6,7,8
CCHFV vOTU inh,0,19,4,-5,3,-4,-10,10
Mtb FBA inh,0,-2,2,1,2,1,3,1
BoNT-F LC inh,-4,6,?,2,-3,-2,-3,7
MazF activator,4,5,3,-5,-10,13,·,1
Rv3671c inh,10,2,8,·,-23,-1,·,2
Mtb UGM inh,0.4,-2.0,1.2,·,-4.1,-0.3,·,-0.1
FadD28 binding,1.3,-0.9,-2.7,-0.7,-1.4,-0.5,-1.9,-4.6
GDH-TPI counter,3,0,-1,12,18,0,·,18
VHR inh abs,·,-3,·,·,16,30,·,17
BioA inh,-2.6,-0.3,-0.7,0.6,-2.3,7.2,1.3,-1.0

9	CCN(CCn1cccn1)C(=O)CC1C(=O)NCCN1CCc1ccccc1 (stereo not given)
10	CN(Cc1ccccc1)C(=O)COC(=O)c1ccccc1SCC(=O)N1CCCC1
11	COc1ccc(Cl)cc1C(=O)NNC(=S)NC(=O)c1cc(-c2ccccc2)nc2ccccc12
12	CC(C)(C)NC(=O)Cn1cc(C#N)c2cc(Br)ccc21
13	CCOC(=O)c1c(S(=O)(=O)N2CCc3ccccc32)c(C)n(C)c1C
14	COc1ccc(S(=O)(=O)Nc2cccc(S(=O)(=O)N3CCCCC3)c2)cc1
15	CC1(C)CC(=O)C2=C(C1)N=c1s/c(=C/c3ccc(F)c(F)c3)c(=O)n1C2c1ccc(F)cc1 (stereo not given)
16	CCN(CC)c1ccc(NC(=O)CSc2nc(C3CC3)nc3ccccc23)cc1C
assay / entry,9,10,11,12,13,14,15,16
CCHFV vOTU inh,-9,-6,-1,4,10,-21,0,-10
Mtb FBA inh,0,0,1,-1,-1,2,3,0
BoNT-F LC inh,-2,-9,3,4,0,-6,16,20
MazF activator,-3,-3,2,4,7,-2,5,10
Rv3671c inh,-1,·,9,3,-4,-1,1,1
Mtb UGM inh,-1.6,·,0.4,2.0,2.3,2.1,-1.9,-3.1
FadD28 binding,-1.3,-2.6,-2.5,0.2,-3.8,·,-0.2,-4.9
GDH-TPI counter,5,-2,4,-3,-2,-3,-1,-2
VHR inh abs,-64,·,-4,-8,-9,·,-7,38
BioA inh,0.0,0.4,-0.6,·,-0.3,-0.9,-3.8,·

17	CC1=C(C(=O)NCc2ccco2)C2(CCC(C)CC2)OC1=O (stereo not given)
18	Cc1cc(-c2ccccc2)nc(SC(C(=O)O)c2ccccc2)n1 (stereo not given)
19	CC(C)NC(=O)NCCCCCCS(C)=O (stereo not given)
20	CCOC(=O)c1cnc(SC)nc1Nc1cccc2ccccc12
21	COc1ccc(C)cc1CN(C)c1ccc(S(=O)(=O)N2CCN(C)CC2)cn1
22	C/C(=N/Nc1ccc(Cl)cc1)c1cnnc(-c2ccccc2)n1
23	CCCCOC(=O)Cn1c(-c2ccccc2)nc2ccccc2c1=O
24	CCCNC(=O)N1CCN(S(=O)(=O)c2ccc3c(c2)OCCO3)CC1
assay / entry,17,18,19,20,21,22,23,24
CCHFV vOTU inh,1,5,16,0,-9,-3,8,13
Mtb FBA inh,-1,-4,8,-2,-1,3,-1,2
BoNT-F LC inh,4,-2,1,-2,-6,-1,-1,7
MazF activator,4,2,3,-2,-2,13,-17,-2
Rv3671c inh,-3,-7,-3,-4,·,1,-15,-5
Mtb UGM inh,-2.4,-0.3,4.1,2.6,·,-1.3,0.8,-0.9
FadD28 binding,-4.4,-5.3,-0.8,-0.2,-1.4,-0.7,-4.6,·
GDH-TPI counter,-16,-8,17,18,3,1,12,1
VHR inh abs,-1,18,26,13,·,6,40,·
BioA inh,-0.2,-0.8,0.8,-1.4,-0.2,·,-0.3,0.3

25	Cc1ccc(C)c(C(=O)Cn2c(NCCO)nc3ccccc32)c1
26	Cc1nc(-c2ccc(F)cc2)c(CC(=O)NCC(=O)Nc2ccc(F)c(F)c2)s1
27	COCC(=O)N1CCC(n2nccc2NC(=O)CCOc2ccccc2)CC1
28	O=C(CCC(=O)NCCCc1ccccc1)NCCCc1ccccc1
29	CCCN1CCN(S(=O)(=O)c2ccc3c(c2)OCCO3)CC1
30	CCOC(=O)CN1C(=O)C(O)(CC(=O)c2cccc(OC)c2)c2ccccc21 (stereo not given)
31	CC(c1ccccc1)N1CC(C(=O)Nc2nccs2)CC1=O (stereo not given)
32	O=c1c2ccccc2c(/C=N/c2ncn[nH]2)c(O)n1Cc1ccccc1
assay / entry,25,26,27,28,29,30,31,32
CCHFV vOTU inh,-3,-7,7,-2,-3,12,2,-2&4
Mtb FBA inh,0,2,3,-2,4,1,3,15&18
BoNT-F LC inh,-11,3,4,-1,4,1,6,-2&-40
MazF activator,11,7,3,8,4,12,-2,12&8
Rv3671c inh,4,-9,-3,3,-3,-2,3,-94
Mtb UGM inh,-2.3,4.2,0.0,0.3,-0.9,-0.5,-0.1,5.3
FadD28 binding,2.3,-3.4,-0.9,-4.3,-2.1,-3.7,0.3,-5.8&-1.3
GDH-TPI counter,-3,-5,-2,-10,5,3,-1,6&11
VHR inh abs,47,·,56*,2,6,17,25,11
BioA inh,0.2,3.3,-0.4,·,·,-0.8,6.4,·

# In the list so far, 2 have fluorine:
15	CC1(C)CC(=O)C2=C(C1)N=c1s/c(=C/c3ccc(F)c(F)c3)c(=O)n1C2c1ccc(F)cc1 (stereo not given)
26	Cc1nc(-c2ccc(F)cc2)c(CC(=O)NCC(=O)Nc2ccc(F)c(F)c2)s1
assay / entry,15,26
CCHFV vOTU inh,0,-7
Mtb FBA inh,3,2
BoNT-F LC inh,16,3
MazF activator,5,7
Rv3671c inh,1,-9
Mtb UGM inh,-1.9,4.2
FadD28 binding,-0.2,-3.4
GDH-TPI counter,-1,-5
VHR inh abs,-7,·
BioA inh,-3.8,3.3

# 2 entries drawn at random from the list so far:
26	Cc1nc(-c2ccc(F)cc2)c(CC(=O)NCC(=O)Nc2ccc(F)c(F)c2)s1
25	Cc1ccc(C)c(C(=O)Cn2c(NCCO)nc3ccccc32)c1
assay / entry,26,25
CCHFV vOTU inh,-7,-3
Mtb FBA inh,2,0
BoNT-F LC inh,3,-11
MazF activator,7,11
Rv3671c inh,-9,4
Mtb UGM inh,4.2,-2.3
FadD28 binding,-3.4,2.3
GDH-TPI counter,-5,-3
VHR inh abs,·,47
BioA inh,3.3,0.2

# Other structures:
33	Cc1ccc2nc3c(cc(C(=O)NCc4ccco4)c(=N)n3C3CCCC3)c(=O)n2c1
34	CCCC(=O)Nc1nnc(CCOC)s1
35	CCSc1nnc(-c2ccccc2NC(C)=O)c(=O)[nH]1
36	O=C1O/C(=C/C(=O)N2CCOCC2)c2ccccc21
37	Cc1cc(Cl)ccc1NC(=O)CCC(=O)O
38	CCN(C(=O)COC(=O)CNC(=O)c1ccc2ccccc2c1)c1c(N)n(Cc2ccccc2)c(=O)[nH]c1=O
39	Cc1[nH][nH]c(=O)c1N=Nc1ccc(Cl)cc1
40	O=C(NCc1ccco1)C(=O)NCC1OCCCN1S(=O)(=O)c1ccc(Cl)cc1 (stereo not given)
assay / entry,33,34,35,36,37,38,39,40
CCHFV vOTU inh,-102,14,-7,4,-3,0,19,-8
Mtb FBA inh,39*,5,2,1,1,4,-22,-1
BoNT-F LC inh,4,-6,-4,0,-5,-6,-3,-1
MazF activator,·,2,10,-2,4,2,2,3
Rv3671c inh,7,-2,-6,10,-2,·,-10,-5
Mtb UGM inh,-0.1,0.0,-0.1,-3.4,-0.1,·,-2.4,2.6
FadD28 binding,-0.4,-1.1,-4.5,-1.7,-1.5,0.7,-2.6,-1.4
GDH-TPI counter,-1,8,11,3,0,9,13,6
VHR inh abs,12,10,29,0,-10,·,6,10
BioA inh,-0.4,-2.6,·,1.6,-1.2,6.6,·,·

41	COC(=O)c1c(NC(=O)c2ccco2)sc2c1CCN(C(C)=O)C2
42	COc1ccc(C(=O)NNC2=NC(C)(C)Cc3cc(C)c(C)cc32)cc1
43	O=C1C(=O)N(CCS(=O)(=O)c2ccccc2)c2ccc(Cl)cc21
44	C=CCn1c(N)c(C(=O)Nc2ccccc2)c2nc3ccccc3nc21
45	CCCCC(=O)Nc1cc(OC)c(NC(=O)C2CCCCC2)cc1OC
46	COc1ccc(CC(=O)O/N=C(\N)c2ccc(C)cc2)cc1
47	Cc1cc(N)ccc1N=Nc1c(C)n(C)n(-c2ccccc2)c1=O
48	CSc1nc(COC(=O)NC(C)C)c(COC(=O)NC(C)C)n1Cc1ccccc1
assay / entry,41,42,43,44,45,46,47,48
CCHFV vOTU inh,-6,4,16,10,-7,-2,4,3
Mtb FBA inh,2,-1,1,10,-2,-2,-13,2
BoNT-F LC inh,6,·,0,-4,-21,?,-20,-2
MazF activator,-2,-2,4,1,3,-6,-1,·
Rv3671c inh,-7,-5,3,-7,0,7,-1,·
Mtb UGM inh,-1.3,-2.6,-1.8,-0.7,1.4,0.6,1.3,·
FadD28 binding,-1.0,0.1,-0.5,-6.1,0.3,-0.3,-2.5,1.1
GDH-TPI counter,20,0,7,5,10,1,23,·
VHR inh abs,5,-5,17,6,5,2,-2,·
BioA inh,1.1,-1.2,-2.8,-0.4,0.2,-2.0,2.4,·

49	Cc1ccc2occ(/C=N/O)c(=O)c2c1
50	COc1ccc(CCNC(=O)c2c(N)no[n+]2[O-])cc1OC
51	CSC1=NCCN1S(=O)(=O)c1ccc2ccccc2c1
52	O=C(c1ccccc1F)N(Cc1cccnc1)Cc1cc2cc3c(cc2[nH]c1=O)OCCO3
53	Cc1cc(C(=O)Nc2cccc(C(=O)O)c2)c(C)o1
54	Cc1ccc(Nc2cc(C)nc3c(C)ccc([N+](=O)[O-])c23)cc1
55	Cc1c(NC(=O)COC(=O)C23CC4CC(CC(Br)(C4)C2)C3)c(=O)n(-c2ccccc2)n1C
56	Cc1nc2[nH]c(=S)[nH]c2c(=O)[nH]1
57	O=[N+]([O-])c1ccccc1/C=C/C=N/n1c(-c2ccccc2)n[nH]c1=S
58	O=C(NCc1ccc(Cl)nc1)c1csc([C@@H]2C[C@H](O)[C@@H](CO)O2)n1
assay / entry,49,50,51,52,53,54,55,56,57,58
CCHFV vOTU inh,2,-11,0,-42,0,5,-5,-6,8,5
Mtb FBA inh,1,1,0,26,-1,-4,2,-1,-4,5
BoNT-F LC inh,-11,-5,1,-13,3,-4,0,-2,-4,-1
MazF activator,-9,14,10,-4,5,-7,2,9,-4,·
Rv3671c inh,-6,-4,5,3,-4,13,10,·,-1,·
Mtb UGM inh,-2.9,1.0,-0.5,3.5,2.3,-2.1,3.2,·,-2.7,·
FadD28 binding,-1.9,-2.5,-2.8,-1.4,0.1,0.1,-0.6,-2.8,0.1,-2.0
GDH-TPI counter,1,6,5,9,1,14,-1,5,16,6
VHR inh abs,6,6,12,10,10,4,17,·,-11,·
BioA inh,-0.2,-2.0,·,·,3.1,·,-0.5,-0.2,·,-0.2
